GRK2 inh – compounds blocking aptamer binding on GRK2 – biochemical, human GRK2, bead flow cytometry, HTS, primary screen; Beta-adrenergic receptor kinase 1 (Homo sapiens), P25098; FAM-aptamer displacement from GRK2; inhibition of aptamer binding, % at 10 µM; 0.59% of 330,000 active;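 active means inhibition of aptamer binding above 40%, roughly 3 SD of noise, on plates passing a quality check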;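 further: median bead fluorescence of bound FAM aptamer so fluorescent compounds give negative values; no value below 0 was filed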
MCL1 BIM primary – inhibitors of MCL1 binding to BIM-BH3, primary screen, biochemical, fluorescence polarization | GST-MCL1 / FITC-Bim-BH3 fluorescence polarization | AID 2057, 2009 | Induced myeloid leukemia cell differentiation protein Mcl-1 (Homo sapiens), Q07820 | inhibition, % at 10.9 µM | 0.68% of 320,000 active;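 active means inhibition above the mean inhibition of all tested compounds plus 3 SD, set per campaign, cut at about 40% in these data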;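 further: 0% = DMSO wells and 100% = unlabeled Bim-BH3 peptide control; higher means more loss of mP so more displacement of Bim peptide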
GLD-1 TGE inh – GLD-1/TGE RNA complex disruptors, primary screen, biochemical, fluorescence polarization; Female germline-specific tumor suppressor gld-1 (Caenorhabditis elegans), Q17339; purified GLD-1 + fluorescein TGE RNA; inhibition, % at 5.96 µM; 0.44% of 320,000 active; AID 2280, 2010;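 active means percent inhibition above a per-plate cutoff, the plate mean of test compounds plus 3 SD, cut at about 30% in these data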;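 further: 0% = DMSO wells with GLD-1 and probe and 100% = wells lacking GLD-1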
Target sequence (Q17339 whole entry, looked up): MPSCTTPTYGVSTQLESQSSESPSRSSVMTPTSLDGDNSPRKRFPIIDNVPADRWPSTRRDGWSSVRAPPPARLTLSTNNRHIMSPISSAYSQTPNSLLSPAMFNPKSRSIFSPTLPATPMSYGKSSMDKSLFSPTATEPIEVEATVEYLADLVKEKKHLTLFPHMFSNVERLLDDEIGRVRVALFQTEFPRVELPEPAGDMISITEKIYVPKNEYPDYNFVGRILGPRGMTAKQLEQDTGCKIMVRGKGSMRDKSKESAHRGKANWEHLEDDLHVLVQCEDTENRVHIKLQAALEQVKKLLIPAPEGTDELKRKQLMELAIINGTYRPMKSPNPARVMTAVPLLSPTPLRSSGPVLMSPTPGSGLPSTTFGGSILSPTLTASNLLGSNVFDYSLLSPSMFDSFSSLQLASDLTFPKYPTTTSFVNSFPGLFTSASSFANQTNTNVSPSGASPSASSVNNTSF
MEX-5 binding – MEX-5 zinc finger RNA-binding disruptors – biochemical, C. elegans, fluorescence polarization, MLPCN library, primary screen; Zinc finger protein mex-5 (Caenorhabditis elegans), Q9XUB2; MEX-5/FITC-TCR2 RNA binding; stronger effect = lower value; activity score (negative = inhibition of binding), % at 10 µM; 0.38% of 300,000 active; AID 1832, 2009;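 active means inhibition past about -25% in most replicates, and total fluorescence under double the plate's negative control median, limit read from the data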;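 further: 0% = DMSO and -100% = 5 µM competing unlabeled TCR2 RNA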
Bcl-xL primary – inhibitors of human Bcl-xL, primary screen, biochemical, fluorescence polarization, HTS. GST-Bcl-xL / FITC-Bim BH3 peptide fluorescence polarization. 0.7% of 320,000 active. inhibition, % at 10.9 µM. Bcl-2-like protein 1 (Homo sapiens), Q07817. AID 2129, 2009;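 active means inhibition above the mean of all tested compounds plus 3 SD, cutoff set per campaign, cut at about 30% in these data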;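 further: 0% = DMSO wells and 100% = unlabeled Bim-BH3 peptide competitor; inhibitors lower millipolarization by displacing the labeled peptide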
Target sequence (Q07817 whole entry, looked up): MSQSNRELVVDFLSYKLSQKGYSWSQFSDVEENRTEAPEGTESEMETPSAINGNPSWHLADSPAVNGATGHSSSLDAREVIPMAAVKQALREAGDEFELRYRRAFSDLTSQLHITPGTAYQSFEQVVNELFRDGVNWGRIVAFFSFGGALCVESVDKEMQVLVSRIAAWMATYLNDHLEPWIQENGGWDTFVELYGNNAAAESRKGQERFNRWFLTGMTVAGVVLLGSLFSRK
VLA-4 inh – inhibition in human VLA-4 binding assay, primary screen, VLA-4 allosteric modulator project, MLPCN library, flow cytometry, VLA-4 expressing cells; Integrin alpha-4 (Homo sapiens), P13612; ligand binding flow cytometry; inhibition, % (about 7 µM as worked out from the volumes in the protocol); 0.2% of 330,000 active; in the data active means inhibition above about 50%
Efflux pump mplx – inhibitors of Candida efflux pumps in yeast, primary screen, S. cerevisiae, Nile Red, multiplex; S. cerevisiae Candida pump triplex; inhibition, % at 10 µM; 0.44% of 330,000 active;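 active means plate passing quality check with inhibition over a set limit, or well fluorescence over plate mean plus 4 SD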;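 further: Nile Red retained in pooled yeast measured as flow cytometry median fluorescence; 0% = buffer negative control and 100% = Enniatin B positive control; higher means more Nile Red kept so more efflux inhibition; some compounds called inactive have numbers as strong as hits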
Fam108B counter – mouse Fam108B serine hydrolase inhibitors, primary screen, counter-screen for RBBP9 inhibitor project, biochemical, fluorescence polarization; recombinant Fam108B, FP-Rh probe fluorescence polarization; 0.33% of 300,000 active; inhibition, % at 9.51 µM;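 active means inhibition above the screen mean inhibition plus 3 SD, computed separately per campaign, cut at about 18% in these data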;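 further: inhibitors lower polarization as less probe binds the enzyme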
PME-1 primary – PME-1 inhibitors via competitive probe labeling, primary screen, biochemical, fluorescence polarization, FP-Rh probe, HTS; Protein phosphatase methylesterase 1 (Homo sapiens), Q9Y570; recombinant PME-1; AID 2130, 2009; inhibition, % at 5.9 µM; 0.53% of 320,000 active;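 active means inhibition above the campaign mean of all compounds plus 3 SD, cut at about 26% in these data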;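 further: competitive labeling of PME-1 active site by serine hydrolase directed probe; 0% = PME-1 with DMSO and 100% = wells lacking PME-1 enzyme; inhibitors block probe labeling so polarization falls and inhibition rises; many of its hits are not listed in these tables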
Target sequence (Q9Y570 whole entry, looked up): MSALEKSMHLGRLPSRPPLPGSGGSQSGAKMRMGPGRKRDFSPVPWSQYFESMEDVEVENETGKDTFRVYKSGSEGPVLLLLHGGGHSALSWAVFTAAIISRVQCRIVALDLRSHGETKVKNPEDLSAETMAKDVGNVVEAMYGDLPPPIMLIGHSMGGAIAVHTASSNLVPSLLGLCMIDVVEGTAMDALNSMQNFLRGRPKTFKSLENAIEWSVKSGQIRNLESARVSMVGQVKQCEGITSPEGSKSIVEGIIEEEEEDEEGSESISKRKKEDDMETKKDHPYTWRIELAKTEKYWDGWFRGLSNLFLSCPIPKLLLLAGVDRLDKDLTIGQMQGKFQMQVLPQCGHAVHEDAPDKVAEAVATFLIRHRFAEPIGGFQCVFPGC
* hit, by the source's call. Not all compounds are listed; the hit share may differ from the screen's.

For CCC(CO)NCc1ccccc1OC(C)C (stereo not drawn) the results were GRK2 inh 0, MCL1 BIM primary 1, GLD-1 TGE inh 5, MEX-5 binding 3.1, Bcl-xL primary 5, VLA-4 inh 6, Efflux pump mplx 0.1, Fam108B counter 3 and PME-1 primary 5.
For COc1cccc(C2c3c(oc4cc(C)c(C)cc4c3=O)C(=O)N2CCCN(C)C)c1 (stereo not drawn) the results were GRK2 inh 0, MCL1 BIM primary -2, GLD-1 TGE inh 4, MEX-5 binding 1.3, Bcl-xL primary -1, VLA-4 inh 21, Efflux pump mplx 0.3, Fam108B counter -4 and PME-1 primary -6.
`COc1cccc(NC(=O)c2ccccc2-c2nc(-c3ccc(Cl)cc3)no2)c1` gave GRK2 inh 0, MCL1 BIM primary -1, GLD-1 TGE inh 0, Bcl-xL primary 0, VLA-4 inh 17, Efflux pump mplx 0.0, Fam108B counter -28 and PME-1 primary -30.
`CCCc1cc2c(=O)c(-c3ccc4c(c3)OCCO4)coc2cc1OC(=O)c1ccco1` gave GRK2 inh 0, MCL1 BIM primary -1, GLD-1 TGE inh -1, MEX-5 binding 1.1, Bcl-xL primary 3, VLA-4 inh 14, Efflux pump mplx 0.2, Fam108B counter -4 and PME-1 primary 1.
Screening CC(C)c1nc(SCC(=O)NC2CCCC2)c2ccccc2n1 returned GRK2 inh 0, MCL1 BIM primary 6, GLD-1 TGE inh -3, MEX-5 binding -1.1, Bcl-xL primary 0, VLA-4 inh -6, Efflux pump mplx -0.2, Fam108B counter 2 and PME-1 primary 3.
CCc1ccccc1NC(=O)CSc1nnc([C@@H](NC(=O)OC(C)(C)C)C(C)C)o1 was read as GRK2 inh 0, MCL1 BIM primary 6, GLD-1 TGE inh 1, MEX-5 binding 0.8, Bcl-xL primary 4, VLA-4 inh 4, Efflux pump mplx 0.0, Fam108B counter 4 and PME-1 primary 2.
C=C(C)Cn1c(SCC(=O)N/N=C/c2ccccc2)nc2ccccc2c1=O was read as GRK2 inh 3, MCL1 BIM primary -1, GLD-1 TGE inh 3, MEX-5 binding -0.4, Bcl-xL primary -1, VLA-4 inh 11, Efflux pump mplx 0.0, Fam108B counter 0 and PME-1 primary -11.
Screening FC(F)(F)c1cccc(Nc2nc(N3CCCC3)nc(N3CCCC3)n2)c1 returned GRK2 inh 0, MCL1 BIM primary 2, GLD-1 TGE inh 3, MEX-5 binding 3.4, Bcl-xL primary 0, VLA-4 inh 4, Efflux pump mplx 0.0, Fam108B counter -5 and PME-1 primary -2.
Screening CC(C)(C)CC(C)(C)c1ccc(OCC(=O)N/N=C/c2ccc(S(=O)(=O)O)o2)cc1 returned MCL1 BIM primary 15, GLD-1 TGE inh 1, MEX-5 binding -2.5, Bcl-xL primary 9, VLA-4 inh -4, Efflux pump mplx -0.1, Fam108B counter -8 and PME-1 primary -6.
For COc1ccccc1C(=O)NC(=S)NC12CC3CC(CC(C3)C1)C2 the results were GRK2 inh 2, MCL1 BIM primary 6, GLD-1 TGE inh 2, MEX-5 binding -4.0, Bcl-xL primary 2, VLA-4 inh 21, Efflux pump mplx 0.8, Fam108B counter 3 and PME-1 primary 0.
C#CCOCCOCCOCCNc1nc(N2CCN(C(=O)C(Cc3ccc(O)cc3)n3cc(C(N)C(C)CC)nn3)CC2)nc(N2CCN(C(=O)C(Cc3ccc(O)cc3)n3cc(C(N)C(C)CC)nn3)CC2)n1 (stereo not drawn) was read as GRK2 inh 0, MCL1 BIM primary 11, GLD-1 TGE inh -3, MEX-5 binding 0.4, Bcl-xL primary 11, VLA-4 inh -2, Efflux pump mplx -0.1, Fam108B counter -2 and PME-1 primary -1.
CCOc1ccc(-c2c(C(=O)N/N=C/c3ccoc3)nnn2-c2nonc2N)cc1 was read as GRK2 inh 0, MCL1 BIM primary -4, GLD-1 TGE inh 3, MEX-5 binding 1.2, Bcl-xL primary -3, VLA-4 inh 1, Efflux pump mplx -0.2, Fam108B counter -4 and PME-1 primary -1.
For COc1ccc(C(CCNCc2ccccc2)c2ccc(F)cc2)cc1 (stereo not drawn) the results were GRK2 inh 0, MCL1 BIM primary 11, GLD-1 TGE inh 6, MEX-5 binding -1.9, Bcl-xL primary 8, VLA-4 inh -2, Efflux pump mplx 0.2, Fam108B counter -2 and PME-1 primary -4.
`Cc1ccc(N(C(=O)c2ccco2)C2C=CS(=O)(=O)C2)cc1` (stereo not drawn) gave GRK2 inh 0, MCL1 BIM primary 27, GLD-1 TGE inh 3, MEX-5 binding -2.2, Bcl-xL primary 6, VLA-4 inh 16, Efflux pump mplx -0.1, Fam108B counter -3 and PME-1 primary -3.
Screening COc1ccc(NC(=O)C2CC(=O)N/C(=N/NC(=O)c3ccc(Cl)cc3)S2)cc1 (stereo not drawn) returned GRK2 inh 2, MCL1 BIM primary 10, GLD-1 TGE inh 1, MEX-5 binding -5.6, Bcl-xL primary 7, VLA-4 inh -9, Efflux pump mplx -0.1, Fam108B counter 3 and PME-1 primary -3.
CCOC(=O)C1=C(c2ccccc2)NC(=O)NC1c1ccc(N(C)C)cc1 (stereo not drawn) was read as GRK2 inh 6, MCL1 BIM primary -2, GLD-1 TGE inh -2, MEX-5 binding 0.6, Bcl-xL primary 2, VLA-4 inh -9, Efflux pump mplx 0.1, Fam108B counter 0 and PME-1 primary -7.
O=C1c2ccccc2NC(c2cccc(O)c2)N1Cc1ccco1 (stereo not drawn) was read as GRK2 inh 0, MCL1 BIM primary -6, GLD-1 TGE inh 0, MEX-5 binding 2.0, Bcl-xL primary -2, VLA-4 inh -6, Efflux pump mplx 0.2, Fam108B counter 0 and PME-1 primary 1.
CS(=O)(=O)N1CCc2cc(C(=O)N3CCN(c4ccccc4)CC3)ccc21 was read as GRK2 inh 0, MCL1 BIM primary 5, GLD-1 TGE inh 2, MEX-5 binding 1.8, Bcl-xL primary 2, VLA-4 inh 3, Efflux pump mplx -0.1, Fam108B counter -6 and PME-1 primary 3.
Screening COCc1nc(-c2ccc(-c3ccc(C)cc3)nc2OC)no1 returned GRK2 inh 0, MCL1 BIM primary -2, GLD-1 TGE inh -1, MEX-5 binding -3.8, Bcl-xL primary -1, VLA-4 inh 6, Efflux pump mplx -0.1, Fam108B counter 0 and PME-1 primary 1.
For CCc1cc2c(C)cc(=O)oc2cc1OC(=O)C1CCCN1C(=O)OC(C)(C)C (stereo not drawn) the results were GRK2 inh 0, MCL1 BIM primary -3, GLD-1 TGE inh 6, MEX-5 binding 0.2, Bcl-xL primary 3, VLA-4 inh 8, Efflux pump mplx -0.2, Fam108B counter 0 and PME-1 primary 0.

2 records drawn at random from the list so far, as already listed:
CCc1ccccc1NC(=O)CSc1nnc([C@@H](NC(=O)OC(C)(C)C)C(C)C)o1 was read as GRK2 inh 0, MCL1 BIM primary 6, GLD-1 TGE inh 1, MEX-5 binding 0.8, Bcl-xL primary 4, VLA-4 inh 4, Efflux pump mplx 0.0, Fam108B counter 4 and PME-1 primary 2.
Screening CC(C)c1nc(SCC(=O)NC2CCCC2)c2ccccc2n1 returned GRK2 inh 0, MCL1 BIM primary 6, GLD-1 TGE inh -3, MEX-5 binding -1.1, Bcl-xL primary 0, VLA-4 inh -6, Efflux pump mplx -0.2, Fam108B counter 2 and PME-1 primary 3.

Later entries
Cc1onc(-c2ccccc2Cl)c1C(=O)Nc1nn[nH]n1 was read as GRK2 inh 0, MCL1 BIM primary 2, GLD-1 TGE inh 3, Bcl-xL primary 3, VLA-4 inh 9, Efflux pump mplx 0.1, Fam108B counter 2 and PME-1 primary 7.
Screening Cc1cc(-c2csc(N)n2)c(C)n1-c1ccccc1 returned GRK2 inh 0, MCL1 BIM primary 14, GLD-1 TGE inh 12, MEX-5 binding 0.5, Bcl-xL primary 14, VLA-4 inh 1, Efflux pump mplx 0.0, Fam108B counter 1 and PME-1 primary 6.
For Cc1cccc(N2CCN(S(=O)(=O)c3ccc4c(c3)OCCO4)CC2)c1C the results were GRK2 inh 1, MCL1 BIM primary 4, GLD-1 TGE inh 3, MEX-5 binding -2.2, Bcl-xL primary 4, VLA-4 inh -5, Efflux pump mplx 0.0, Fam108B counter 2 and PME-1 primary -1.
COc1ccc(NC(=O)COc2ccc(C(=O)NC3CCCc4ccccc43)cc2OC)cc1 (stereo not drawn) was read as GRK2 inh 0, MCL1 BIM primary 6, GLD-1 TGE inh 2, MEX-5 binding -0.2, Bcl-xL primary 3, VLA-4 inh -4, Efflux pump mplx -0.1, Fam108B counter 1 and PME-1 primary -2.
For COc1ccc(NC(=O)CSc2nnc(Cc3ccccc3)c(=O)n2N)c(OC)c1 the results were GRK2 inh 1, MCL1 BIM primary 4, GLD-1 TGE inh 7, MEX-5 binding -1.7, Bcl-xL primary 4, VLA-4 inh -26, Efflux pump mplx 0.2, Fam108B counter 2 and PME-1 primary 1.
Screening CCCCCCc1nc(C(N)=O)c2[nH]c(=O)n(-c3ccccc3F)c2n1 returned GRK2 inh 6, MCL1 BIM primary -6, GLD-1 TGE inh 4, MEX-5 binding -1.0, Bcl-xL primary -2, VLA-4 inh -9, Efflux pump mplx -0.3, Fam108B counter -3 and PME-1 primary 14.
For O=C(Nc1nc2c(s1)COc1ccccc1-2)c1cccs1 the results were GRK2 inh 1, MCL1 BIM primary 5, GLD-1 TGE inh 3, MEX-5 binding 2.9, Bcl-xL primary 1, VLA-4 inh -21, Efflux pump mplx -0.1, Fam108B counter -16 and PME-1 primary 5.
For CCn1c(SCc2cc(=O)[nH]c3ccccc23)nc2c1c(=O)n(C)c(=O)n2C the results were GRK2 inh 0, MCL1 BIM primary -9, GLD-1 TGE inh -4, Bcl-xL primary 0, VLA-4 inh 0, Efflux pump mplx -0.1, Fam108B counter 1 and PME-1 primary 4.
`COc1ccc(CCNC(=O)CCN2C(=O)c3cccc4cccc(c34)C2=O)cc1OC` gave GRK2 inh 0, MCL1 BIM primary -3, GLD-1 TGE inh -3, MEX-5 binding -0.9, Bcl-xL primary 2, VLA-4 inh -5, Efflux pump mplx -0.2, Fam108B counter 1 and PME-1 primary -9.
For CCN(CC(=O)Nc1ccccc1C(F)(F)F)C(=O)CCc1nc2ccccc2c(=O)[nH]1 the results were GRK2 inh 0, MCL1 BIM primary 4, GLD-1 TGE inh 2, MEX-5 binding 0.1, Bcl-xL primary 6, VLA-4 inh 6, Efflux pump mplx 0.3, Fam108B counter 4 and PME-1 primary 4.
CSc1ccc(Cl)c(C(=O)N2CCN(CC(=O)N3CCCC3)CC2)c1 was read as GRK2 inh 0, GLD-1 TGE inh 3, VLA-4 inh -4 and Efflux pump mplx 0.2.

Source: PubChem
